GC-B act: GC-B (human) receptor activation; P20594; HEK293-GC-B cells, CNP EC30, cGMP TR-FRET; 0% at EC30 CNP, 100% saturating CNP; activation, % at 10 µM; 370,000 compounds, 0.11% hits; AID 1920062;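 active = activation at 10 µM reaching about 35% in either raw or pattern-adjusted values, limit read from the data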
rCAG RNA binder: binds r(CAG) RNA repeats; r(CAG) RNA repeat, TO-PRO-1 dye displacement fluorescence; inhibition, % at 3 µM; 370,000 compounds, 1.3% hits;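 active = inhibition above the plate cutoff, the mean of all test compounds on that plate plus 3 SD, cut at about 35% in these data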;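 note: 0% = DMSO alone and 100% = 100 µM mitoxantrone as full dye displacement; higher means more dye released from RNA so lower well fluorescence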
UHRF1 MBD2 ctr: human UHRF1 methylated DNA binding inhibitors | Q96T88 | UHRF1 binding to methylated oligo, TR-FRET | inhibition, % at 4.4 µM | 370,000 compounds, 0.75% hits; in the data active = inhibition above about 21%;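 note: UHRF1 SRA domain binding a hemimethylated CpG hairpin DNA probe; 0% = median of test compound wells and 100% = reference inhibitor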
MBD2 DNA inh: inhibitors of human MBD2 binding to methylated oligonucleotide; 370,000 compounds, 0.31% hits; TR-FRET; inhibition, % at 4.4 µM; in the data active = inhibition above about 13%
PRMT1 FP inh: blocks human protein arginine methyltransferase 1; Q99873; recombinant PRMT1, activity-based probe fluorescence polarization; inhibition, % at 2.79 µM; 370,000 compounds, 1.3% hits; AID 652257;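 active = inhibition above about 21% made by adding two undisclosed values, limit read from the data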
Target sequence (Q99873 whole entry, looked up): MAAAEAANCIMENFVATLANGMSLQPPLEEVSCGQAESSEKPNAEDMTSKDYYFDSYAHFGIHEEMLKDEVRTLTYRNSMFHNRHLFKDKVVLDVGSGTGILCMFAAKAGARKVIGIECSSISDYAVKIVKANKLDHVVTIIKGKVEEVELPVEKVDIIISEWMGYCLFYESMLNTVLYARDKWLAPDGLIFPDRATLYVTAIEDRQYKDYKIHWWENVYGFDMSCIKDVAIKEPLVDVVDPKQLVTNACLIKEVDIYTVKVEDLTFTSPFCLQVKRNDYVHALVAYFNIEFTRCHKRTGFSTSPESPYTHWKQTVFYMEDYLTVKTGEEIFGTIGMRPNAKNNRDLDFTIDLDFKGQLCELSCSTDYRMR
SIAE inh: inhibitors of human sialic acid acetylesterase SIAE; 370,000 compounds, 0.69% hits; SIAE FP-Rh probe binding, fluorescence polarization; Q9HAT2; inhibition, % at 9.66 µM;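 active = inhibition above a cutoff: mean of compounds within the control limits plus 3 SD of those, cut at about 17% in these data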;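 note: 0% = plate median of compound wells and 100% = probe without SIAE protein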
HTRA1 inhibitor: HTRA1 (human) protease inhibition. Q92743. recombinant HTRA1, FP-rhodamine activity-based probe, fluorescence polarization. inhibition, % at 5.96 µM. 340,000 compounds, 0.5% hits. AID 504803; in the data active = inhibition above about 36%;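 note: 0% = enzyme with DMSO and 100% = wells lacking enzyme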
Target sequence (Q92743 whole entry, looked up): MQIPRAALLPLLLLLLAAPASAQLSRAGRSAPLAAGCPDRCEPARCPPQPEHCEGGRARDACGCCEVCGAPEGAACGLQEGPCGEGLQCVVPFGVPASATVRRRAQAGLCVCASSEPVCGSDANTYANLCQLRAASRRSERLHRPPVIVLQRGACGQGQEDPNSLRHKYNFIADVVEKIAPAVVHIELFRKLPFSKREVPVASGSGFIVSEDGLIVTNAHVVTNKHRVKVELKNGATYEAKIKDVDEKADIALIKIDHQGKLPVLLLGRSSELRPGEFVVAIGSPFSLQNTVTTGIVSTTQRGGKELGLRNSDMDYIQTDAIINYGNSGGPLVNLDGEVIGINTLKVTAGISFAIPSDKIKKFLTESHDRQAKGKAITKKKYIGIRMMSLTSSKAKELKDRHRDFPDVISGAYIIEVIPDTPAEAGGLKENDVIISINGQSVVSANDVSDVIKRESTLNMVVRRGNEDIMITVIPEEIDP
TCR CD3 inh: inhibitors of human TCR-CD3 interaction; 360,000 compounds, 0.37% hits; TAMRA-labeled TCR probe fluorescence, biochemical; AID 651800; inhibition, % at 9.4 µM; in the data active = inhibition above about 19%;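 note: recombinant mutant TCR 2C K166C tagged with TAMRA read by polarization; 0% = receptor in buffer alone and 100% = receptor with positive control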
ABHD4 inh: ABHD4 (mouse) inhibition, primary FP screen; Q8VD66; purified mABHD4, FP-Rh probe fluorescence polarization; inhibition, % at 8.92 µM; 370,000 compounds, 0.54% hits; AID 720543;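 active = inhibition exceeding the mean over every tested compound plus 3 SD, cut at about 30% in these data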;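 note: 0% = plate median of compound wells and 100% = S159A mutant with DMSO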
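Test system: mABHD4 protein; Read-out basis: % inhibition; Incubation: 45 min + 60 min at 25 °C; Repeats: single replicate; Technique: fluorescence polarization with parallel and perpendicular emission, 525/598 nm; Compound: 8.92 µM, single dose; Benchmarks: full inhibition S159A mutant plus DMSO, zero as sample-well median.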
GC-A act: GC-A (human) enzyme activation; HEK293 GC-A cells, cGMP TR-FRET, EC30 ANP; 0% at EC30 ANP, 100% saturating ANP; activation, % at 10 µM; P16066; 370,000 compounds, 0.14% hits; AID 1671463; in the data active = activation above about 40%
Starred values were filed as active, the others as inactive; . = not tested or not shown.

SMILES	GC-B act	rCAG RNA binder	UHRF1 MBD2 ctr	MBD2 DNA inh	PRMT1 FP inh	SIAE inh	HTRA1 inhibitor	TCR CD3 inh	ABHD4 inh	GC-A act
OCCC1CN(Cc2cccn2-c2cccnc2)CCN1CCc1ccccc1 (stereo unspecified)	-3	-5	5	-1	3	0	7	1	0	-2
O=C(Nc1cccc(C(=O)N2CCCc3ccccc32)c1)c1ccccc1	-1	1	-3	-5	-3	-6	-29	-5	-8	-6
NNC(=O)c1oc2nc(-c3ccco3)cc(-c3ccco3)c2c1N	9	16	11	8	38*	50*	.	25*	21	-13
COc1ccc(Cl)cc1NC(=O)c1[nH]nc(OC)c1[N+](=O)[O-]	-8	3	-3	-1	1	-11	-2	7	1	-1
Cc1ccccc1CSCCNC(=O)Nc1ccccc1	1	1	-1	-3	2	4	-11	-2	1	1
CCn1c(CNC(=O)C23CC4CC(CC(C4)C2)C3)nnc1SCC(=O)Nc1nnc(C)s1	-2	4	1	-3	-4	6	3	-5	1	3
Nn1c(SCC(=O)NC2CCS(=O)(=O)C2)nc2scc(-c3ccccc3)c2c1=O (stereo unspecified)	2	6	-3	-6	-2	-2	10	1	-5	-2
CC(C)NC(=O)C1(C)CN(S(C)(=O)=O)CC(=O)N1CC(F)(F)F (stereo unspecified)	0	3	-1	-4	-4	0	.	-2	0	3
Cc1ccc(Nc2nnc(SCC(=O)NC3CCCc4ccccc43)s2)cc1 (stereo unspecified)	-4	0	4	-2	0	1	-10	2	-5	-2
COc1ccc(NC(=O)CSc2cn[nH]n2)c(OC)c1	8	-1	0	2	-2	5	11	-4	0	-1
O=C(NCCCO)C(=O)NCC(c1ccc2c(c1)OCO2)N1CCN(c2ccc(F)cc2)CC1 (stereo unspecified)	-3	-2	1	-2	-1	0	8	3	-2	-1
COc1ccc(C2=NN(C(=O)CSc3nnc(C)n3C)C(c3ccco3)C2)cc1 (stereo unspecified)	1	-5	-1	1	1	-3	6	4	-3	-3
Cc1ccc(C(=O)NC(=S)Nc2ccccc2C(F)(F)F)cc1C	-5	2	3	-4	-1	-10	-15	-6	-23	0
CCOC(=O)c1c(C)[nH]c(C(=O)OCC(=O)NCc2ccc(OC)c(OC)c2)c1C	-1	-2	3	3	0	-9	0	0	-6	-1
CS(=O)(=O)N1CCN(c2ccc(NC(=O)c3ccc([N+](=O)[O-])o3)cc2)CC1	1	1	-4	-2	1	2	1	-4	3	-1
Cc1ccccc1NC(=O)CSc1ccc(-c2ccco2)nn1	4	2	0	0	6	8	-4	-1	6	0
Cc1cc(NC(=O)COc2ccccc2C)ccc1NC(=O)c1cccs1	-2	2	0	1	-2	-3	-26	2	-9	0
CCn1c(SCc2nc(N)nc(N3CCCCC3)n2)nc2c1c(=O)n(C)c(=O)n2C	2	-3	3	0	2	7	-6	-3	4	-2
Cn1c(CNc2ccc(Cl)cc2)nnc1SCC#N	-2	-1	1	-1	0	6	6	4	-3	3
CCc1ccc(C2CC(c3ccc(C)cc3)n3nc(N)nc3N2)cc1 (stereo unspecified)	-5	1	-7	-4	-3	2	1	4	-1	5
CSC(=S)NN=C(C)c1cccc(C)n1	-3	1	-11	0	3	7	5	-4	13	-4
O=C(N/N=C/c1ccncc1)c1nc(-c2ccccc2)n2c1CCCCC2	-3	-5	-3	-1	-2	-4	3	2	2	0
COc1ccc(C/C(C)=N/Nc2nc(C)cc(=O)[nH]2)cc1	-1	0	-2	2	0	2	-2	2	-2	0
[N-]=C=C1C(=S)NC(=O)[C@H]([n+]2ccccc2)[C@H]1c1ccc(Cl)cc1	2	44*	-1	-5	25*	2	3	-1	11	3
Nc1nc(NCC2CCCO2)nc(Nc2ccccc2)c1[N+](=O)[O-] (stereo unspecified)	-4	0	-1	2	0	-7	-7	1	7	0
Cc1c(NS(=O)(=O)c2ccc(NCCN3CCOCC3)c([N+](=O)[O-])c2)c(=O)n(-c2ccccc2)n1C	3	-3	-4	-2	-4	2	-2	5	-3	-4
CC(=O)c1ccc(S(=O)(=O)NC2CC(=O)N(c3ccc(Cl)cc3)C2)cc1 (stereo unspecified)	-8	3	-1	6	1	-3	-2	-1	9	3
Cc1cc(=O)oc(C)c1C(=O)Nc1ccc2nsnc2c1	-3	4	4	-5	0	-9	6	-7	-2	-7
O=C1Nc2ccccc2N(O)N1c1ccc(S(=O)(=O)N2CCOCC2)cc1	1	0	-1	3	-4	6	-2	7	-6	3
CCOC(=O)CC(NC(=O)c1ccco1)c1ccccc1Cl (stereo unspecified)	3	-4	2	-2	3	5	3	-9	-7	-6
Cc1ccc(Cl)cc1NC(=O)CSC(N)=O	4	2	0	2	41*	0	-3	-4	2	-3
O=C1[C@H]2[C@@H](c3ccc(F)cc3)N3C(=O)N(c4ccccc4)C(=O)[C@@]3(Cc3ccc(Cl)cc3)[C@H]2C(=O)N1C1CCCCC1	-10	9	-7	-1	2	-21	-6	6	-1	-9
O=[N+]([O-])c1cccc2c(N3CCOCC3)ccnc12	.	-2	2	1	6	-11	7	-4	-5	.
CCC(C)(CN(C)C)OC(=O)c1ccccc1 (stereo unspecified)	4	1	-1	2	-3	4	6	1	1	-1
Clc1ccc(OCCCN2CCCCC2)c(Br)c1	-2	-1	10	3	1	-3	-2	8	-6	2
CC1=C(C(=O)OC2CCCCC2)C(c2cccnc2)n2ncnc2N1 (stereo unspecified)	-3	-7	5	0	2	4	1	-7	1	3
Cc1ccc(-n2nnnc2SCC(N)=O)c(C)c1	3	3	1	2	2	0	9	-2	0	-1
COc1cccc(NC(=O)CSc2nnc(NC(=O)C3CC3)s2)c1	3	8	0	-6	1	-3	-4	2	2	-3
CC(C)CN1C(=O)C(=O)N(CC(=O)NCCCc2ccccc2)C1=O	0	4	-1	2	4	-4	-1	-2	-1	2
CN(CC(=O)Nc1cccc(S(=O)(=O)NC2=NCCC2)c1)Cc1cccc(F)c1	0	5	-2	1	-2	-3	3	7	4	0
Cc1ccc(C(=O)Nc2sc3c(c2C#N)CCCCC3)cc1C	-8	0	-1	4	-2	7	0	3	-4	-1
Cc1cc(C2CCCCC2)n(O)c(=O)c1	1	2	-1	2	4	6	8	2	16	1
COc1ccc(C2NC(=O)c3ccccc3O2)cc1 (stereo unspecified)	1	-1	-1	-3	-7	14	-1	9	-1	-4
O=C(CC1C(=O)NC2CCCCC2N1C(=O)c1ccc(F)cc1)Nc1ccccc1 (stereo unspecified)	2	3	2	-3	-2	3	-5	-6	-11	-6
CCOc1cccc(OCCCCn2ccnc2)c1	4	-5	1	-5	0	1	-1	3	8	1
Cc1ccc(C)c2[nH]c(=O)c(CN(CCN3CCCC3)C(=O)Nc3ccc(F)cc3)cc12	-9	-1	0	-6	-2	-9	-16	2	1	0
COC(=O)c1ccc(NC(=O)Cn2cnc3c(nnn3-c3cccc(OC)c3)c2=O)cc1	-3	3	-3	-8	-1	-2	-8	3	2	-4
O=C(C1CCC(=O)N(C2CC2)C1)N1CCN(c2ccc(Cl)cc2)CC1 (stereo unspecified)	0	-6	0	2	-3	0	13	4	-5	5
O=C(NCCS(=O)(=O)N1CCC2(CC1)OCCO2)c1ccc(F)cc1	4	-3	2	1	5	1	4	5	2	4
CCC(CC)NC(=O)COC(=O)c1ccc(NS(=O)(=O)c2ccc3c(c2)OCCO3)cc1	0	10	4	7	1	-5	-2	-2	-3	-2
O=C(CCCNC(=O)c1ccc(Cl)cc1)Nc1ccc(F)c(S(=O)(=O)N2CCOCC2)c1	0	2	4	0	-2	-8	-1	6	-4	-3
CCOc1ccc2oc(C(=O)Nc3ccc(N4CCOCC4)cc3)c(C)c2c1	4	0	9	5	-2	7	1	-2	6	3
CCOC(=O)CC(NC(=O)c1ccco1)c1ccc(OC)cc1 (stereo unspecified)	2	-1	1	1	0	1	4	4	0	-1
Nc1ccc2oc(=O)c(-c3ccccc3)cc2c1	-1	2	-7	-2	2	1	-1	6	1	1
COc1ccc(Nc2nc(NCc3cccs3)nc3ccsc23)cc1OC	3	5	7	0	-5	10	.	-4	16	35
C=CCC(NC(=O)c1ccc(C#N)cc1)C(=O)NCCC (stereo unspecified)	0	10	-1	-1	2	-2	-3	1	0	-2
CCOCCOC(=O)CCSc1n[nH]c(=O)[nH]c1=O	-2	-2	4	7	0	-1	3	7	-13	-5
Cc1ccc2cccc(CC(=O)NN)c2c1	-1	5	-1	-3	-6	6	-5	-3	-3	-3
Nc1cc(=O)[nH]c(SCC(=O)N2CCc3ccccc3C2)n1	-4	1	-2	0	0	3	6	-1	-3	7
Cn1c(CS(=O)Cc2c(Cl)cccc2Cl)nnc1SCc1ccc(Cl)cc1 (stereo unspecified)	-6	-4	2	0	0	-5	-10	6	1	-8

Marked active in TCR CD3 inh, of those listed so far:
canonical_smiles | GC-B act | UHRF1 MBD2 ctr | MBD2 DNA inh | PRMT1 FP inh | SIAE inh | HTRA1 inhibitor | TCR CD3 inh | ABHD4 inh | GC-A act
NNC(=O)c1oc2nc(-c3ccco3)cc(-c3ccco3)c2c1N | 9 | 11 | 8 | 38* | 50* | . | 25* | 21 | -13

Next part.
SMILES	GC-B act	rCAG RNA binder	UHRF1 MBD2 ctr	MBD2 DNA inh	PRMT1 FP inh	SIAE inh	HTRA1 inhibitor	TCR CD3 inh	ABHD4 inh	GC-A act
CC(=O)N1CCCc2cc(S(=O)(=O)NC(C(=O)NC(C)c3ccccc3)C(C)C)ccc21 (stereo unspecified)	1	0	1	0	1	4	-6	-4	3	0
Cc1ccc(C)c(C(=O)COC(=O)c2ccc(C)c(S(=O)(=O)N3CCOCC3)c2)c1	4	7	-1	0	3	-7	-22	-1	-9	-1
O=C(c1cc2ccccc2oc1=O)N(Cc1ccccc1)C1CCS(=O)(=O)C1 (stereo unspecified)	-1	-4	0	0	-1	1	-2	-1	6	-1
O=C(NCc1ccccc1F)C1CCN(S(=O)(=O)c2ccccc2)CC1	0	-1	-2	-5	-1	-1	7	6	2	-5
O=C(N/N=C/C1C(c2ccccc2)C1(Cl)Cl)c1cccc(Cl)c1 (stereo unspecified)	-1	6	-1	-6	0	-12	4	5	-6	1
COc1ccc(CCNC(=O)COC(=O)c2cccs2)cc1OC	-2	-2	0	2	2	7	-8	-4	0	4
CN(Cc1ccccc1)C(=O)COc1ccc(Br)cc1Cl	-4	-5	-2	1	0	1	-3	-2	-7	2
C=CCNC(=O)c1ccncc1	1	0	2	1	0	-7	-5	3	-1	3
COC/C=C/C1=CC2=CC(=O)C(C)(OC(=O)C3CCCC3)C(=O)C2=CO1 (stereo unspecified)	-1	50*	29*	5	46*	4	28	9	22	-8
O=C(c1ccc(Br)cc1)N(c1ccccn1)C1CCCCC1	-10	-5	-1	0	-9	12	5	7	1	-16
O=C(CCn1[nH]c(=O)c2ccccc2c1=O)OC1CCCCC1	-5	-3	1	3	3	10	3	5	6	2
Cc1cccc(NC(=O)Nc2cccc(F)c2)n1	2	3	-5	2	0	7	-7	4	3	-2

Complete entries as entered above. Screens in order: GC-B act	rCAG RNA binder	UHRF1 MBD2 ctr	MBD2 DNA inh	PRMT1 FP inh	SIAE inh	HTRA1 inhibitor	TCR CD3 inh	ABHD4 inh	GC-A act
`O=C(Nc1cccc(C(=O)N2CCCc3ccccc32)c1)c1ccccc1` is listed as -1	1	-3	-5	-3	-6	-29	-5	-8	-6
`CC1=C(C(=O)OC2CCCCC2)C(c2cccnc2)n2ncnc2N1` (stereo unspecified) is listed as -3	-7	5	0	2	4	1	-7	1	3
`Clc1ccc(OCCCN2CCCCC2)c(Br)c1` is listed as -2	-1	10	3	1	-3	-2	8	-6	2
`O=C(NCCS(=O)(=O)N1CCC2(CC1)OCCO2)c1ccc(F)cc1` is listed as 4	-3	2	1	5	1	4	5	2	4

An excerpt. The share of hits here may be higher or lower than overall.
